# PDI turbidity – PDI (human) enzyme inhibition; P07237; PDI insulin aggregation turbidity, A650, 90 min; inhibition, % at 10 µM; 0.052% of 350,000 active; AID 588391;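 active = mean inhibition across replicates of 30% or more, whatever share of single replicates reach that level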;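 also: absorbance from insulin aggregation driven by PDI reduction with DTT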
# Target sequence (P07237 whole entry, looked up): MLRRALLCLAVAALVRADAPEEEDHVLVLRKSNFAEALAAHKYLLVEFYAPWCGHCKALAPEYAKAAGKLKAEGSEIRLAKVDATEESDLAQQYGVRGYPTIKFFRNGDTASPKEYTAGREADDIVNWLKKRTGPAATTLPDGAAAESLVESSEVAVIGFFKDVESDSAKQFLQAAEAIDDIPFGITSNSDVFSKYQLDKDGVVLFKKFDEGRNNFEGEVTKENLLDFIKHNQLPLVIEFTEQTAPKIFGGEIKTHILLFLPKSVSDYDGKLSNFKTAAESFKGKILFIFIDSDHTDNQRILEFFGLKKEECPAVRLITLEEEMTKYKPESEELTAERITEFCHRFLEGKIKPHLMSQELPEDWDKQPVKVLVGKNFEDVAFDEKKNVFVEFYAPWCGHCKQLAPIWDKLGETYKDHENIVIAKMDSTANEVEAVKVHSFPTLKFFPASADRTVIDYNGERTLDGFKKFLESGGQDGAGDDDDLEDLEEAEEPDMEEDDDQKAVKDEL
# Granule exo inh – blocks lytic granule exocytosis; inhibition, % at 10 µM; AID 651702; 0.66% of 360,000 active; TALL-104 LAMP-1 surface exposure, flow cytometry; cells stimulated with thapsigargin and PMA;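 active = inhibition above about 55%, limit read from the data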
# Glyco luc inh – N-linked glycosylation inhibition. D54 ERlucT glycosylation luciferase reporter, 24 h; percent of 100 nM tunicamycin response. reporter increase, % at 12.5 µM. 0.23% of 360,000 active;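 active = mean luciferase reporter signal, scaled so untreated is 0 and the glycosylation-blocking control 100, at or above a set limit in every replicate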;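 also: luciferase carries N-glycosylation sites so blocking glycosylation raises the light; 0% = median of neutral control wells and 100% = median of 100 nM tunicamycin wells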
# m5-HT2A agonist – mouse HTR2A agonism via beta-arrestin recruitment. activation, % at 7.6 µM. CHO-K1 mHTR2A beta-arrestin complementation, luminescence; percent of 30 µM serotonin response. AID 624169. 0.66% of 360,000 active;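 active = activation above a run cutoff, the mean activation of all tested compounds plus 3 SD, cut at about 14% in these data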;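 also: 0% = plate median of compound wells and 100% = 30 µM serotonin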
# Target sequence (P35363 whole entry, looked up): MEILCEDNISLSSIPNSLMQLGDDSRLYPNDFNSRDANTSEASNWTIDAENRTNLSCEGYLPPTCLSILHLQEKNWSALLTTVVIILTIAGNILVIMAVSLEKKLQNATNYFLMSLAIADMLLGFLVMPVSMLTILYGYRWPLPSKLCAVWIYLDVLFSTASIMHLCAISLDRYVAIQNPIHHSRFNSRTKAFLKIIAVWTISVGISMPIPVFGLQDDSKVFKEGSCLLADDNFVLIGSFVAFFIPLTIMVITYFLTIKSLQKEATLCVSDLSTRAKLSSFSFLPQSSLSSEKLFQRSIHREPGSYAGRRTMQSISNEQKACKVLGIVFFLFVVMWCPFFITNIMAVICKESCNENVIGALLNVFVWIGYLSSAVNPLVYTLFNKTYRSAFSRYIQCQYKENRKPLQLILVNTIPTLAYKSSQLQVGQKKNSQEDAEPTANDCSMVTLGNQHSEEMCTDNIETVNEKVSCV
# H9c2 protect – protects H9c2 cardiomyocytes from peroxide injury; 0.63% of 360,000 active; H2O2 injury protection, ATPLite, 2 h; protection from H2O2 cell death, % at 20 µM; AID 588492;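 active = compounds giving at least 50% protection of heart cells from peroxide-induced death in the single-dose screen, raw or plate-pattern-corrected value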;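 also: 0% = DMSO wells with peroxide and 100% = DMSO wells without peroxide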
# CaV13 FRET inh – Primary screen for inhibitors of IQ motif and Ca2+-dependent inactivation inhibitor domain binding in CACNA1D, Förster resonance energy transfer in living cells, …; HEK cells, CFP/YFP FRET ICDI-IQ, plate reader, 10 min; percent FRET-ratio fall versus neutral wells; inhibition, % at 12.3 µM; 0.098% of 340,000 active;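 active = mean replicate inhibition of at least 30% and at least 1% of replicates passing that level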;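 also: 0% = median of the neutral control wells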
# MC4R barr agon – agonists of human melanocortin 4 receptor (MC4R) beta-arrestin. P32245. U2OS MC4R beta-arrestin complementation, luminescence; percent of melanotan II response, DMSO zero. activation, % at 8.9 µM. 0.98% of 360,000 active. AID 540308;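 active = activation above a per-plate cutoff, the mean activation of sample wells on that plate plus 3 SD, cut at about 8% in these data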
# MC4R antag cAMP – human MC4R antagonism in cAMP assay; AID 540295; inhibition, % at 6.5 µM; 0.48% of 360,000 active; MC4R-expressing cells, MTII-stimulated cAMP, LANCE TR-FRET;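 active = inhibition above its plate's cutoff, the mean of tested wells on that plate plus 3 SD, cut at about 29% in these data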;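 also: 0% = Melanotan II alone and 100% = Melanotan II plus saturating MCL0020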
#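 Assay system: human MC4R-expressing U2OS cells; reagent: Melanotan II stimulation of cells; dosing: 6.5 µM single dose; timing: compound 30 min, challenge 1 h, detection 1 h; signal: TR-FRET cAMP assay; replicates: one well per compound, no replicates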
# ABHD5 PLIN5 PPI – ABHD5-PLIN5 protein interaction inhibition. Split G. princeps luciferase complementation, luminescence, 4 h. AID 602281. 0.78% of 360,000 active. inhibition, % at 4 µM;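 active = inhibition above the mean inhibition across every tested compound plus 3 SD, cut at about 22% in these data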;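 also: 0% = DMSO only wells and the 100% control is not disclosed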
# ABCB6 inh MLPCN – human ABCB6 transporter inhibition. 0.19% of 360,000 active. fluorescence ratio to DMSO, % at 10 µM. K562-ABCB6 porphyrin accumulation, flow cytometry, 1 h; stronger effect = lower value. AID 602162. Q9NP58;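 active = fluorescence ratio to DMSO below 75%, the collection mean minus 3 SD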;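 also: signal is porphyrin accumulated inside mitochondria; 100% equals median channel fluorescence of DMSO control wells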
# * marks the source's active call; other numbers are inactive results. Compounds were not picked by outcome; about 4.2% have a hit in one of these screens.
no. | Compound | H9c2 protect | MC4R antag cAMP | Granule exo inh | m5-HT2A agonist | CaV13 FRET inh | PDI turbidity | ABHD5 PLIN5 PPI | MC4R barr agon | ABCB6 inh MLPCN | Glyco luc inh
1 | CC(=O)Nc1cc(-c2cccc(C(=O)NCCN(C)C)c2)cn2c(-c3cccc(C(F)(F)F)c3)cnc12 | -12 | 0 | 48 | -3 | -10 | 5 | 4 | 42* | 87 | -8
2 | CCNC(=O)N(C)C[C@H]1N[C@@](CC)(C(=O)OC)[C@H]2C(=O)N(Cc3ccccc3)C(=O)[C@@H]12 | -2 | 4 | 1 | -6 | -4 | 5 | -1 | -1.3 | 106 | 0
3 | Cc1cc(C(=O)CCC(=O)N2CCN(c3ccccc3)CC2)c(C)s1 | 1 | 6 | 2 | -3 | -5 | -7 | -3 | -1.9 | 91 | 1
4 | CC/C(=N\NC(=S)Nc1cc(C)ccc1C)c1ccc(OC(F)F)cc1 | 8 | 8 | 0 | -2 | -6 | 3 | -7 | -0.6 | 95 | -2
5 | Cc1cc(Br)ccc1NC(=O)CN1CCN(c2ccccn2)CC1 | -10 | -3 | -8 | 2 | -19 | 3 | 2 | 0.8 | 97 | 1
6 | COc1ccc(CNC(=O)C23CN(Cc4ccccc4)CC2C(c2ccc([N+](=O)[O-])cc2)=NO3)cc1 (centres undefined) | -3 | 1 | 6 | -7 | -4 | 2 | -13 | -3.3 | 97 | -1
7 | O=C(/C=C/Nc1nccs1)C(F)(F)Cl | -4 | 23 | -3 | 4 | -3 | 0 | -4 | 1.7 | 105 | 5
8 | O=C(CN1C(=O)c2ccccc2C1=O)NCCc1c[nH]c2ccc(Cl)cc12 | -6 | 12 | -2 | 1 | -5 | -6 | 13 | 0.0 | 191 | 0
9 | Cc1nn(-c2ccc(C(=O)O)cc2)c(N)c1-c1ccccc1 | -12 | -2 | -2 | 2 | 0 | 11 | -3 | -1.0 | 97 | -2
10 | O=C(COC(=O)CNC(=O)c1ccccc1F)Nc1cccc(S(=O)(=O)N2CCCCCC2)c1 | 2 | 5 | -2 | -2 | -6 | 1 | 3 | -0.6 | 101 | 1
11 | CC(Nc1[nH]c(=O)n(C)c(=O)c1N=O)c1ccccc1 (centres undefined) | -9 | 1 | -1 | 3 | 6 | 2 | -3 | -0.7 | 94 | 0
12 | COc1ccc(Cc2nnc(NC(=O)c3cccc([N+](=O)[O-])c3C)s2)cc1 | -8 | 8 | -6 | 3 | -4 | 3 | 2 | -0.6 | 95 | -1
13 | CCCCC(=O)Nc1cccc(C(=O)Nc2ccccc2C(=O)O)c1 | -2 | 4 | -3 | -9 | -4 | -1 | 95* | -4.6 | 100 | -1
14 | COC(=O)C1C(O)=C(C=Nc2cccc3ccccc23)C(=O)CC1(C)C (centres undefined) | 7 | 12 | -14 | 4 | -7 | 14 | 1 | -2.0 | 98 | 1
15 | CCOc1ncccc1C(=O)Nc1ccc(S(=O)(=O)NC2=NCCCCC2)cc1 | -3 | 1 | -2 | -1 | -21 | 3 | -4 | -2.5 | 89 | 0
16 | Cc1c(NC(=O)C(C)OC(=O)/C=C/c2ccc3c(c2)OCO3)c(=O)n(-c2ccccc2)n1C (centres undefined) | -1 | 0 | -1 | -4 | -3 | 16 | -4 | -2.1 | 96 | 1
17 | O=C(Nc1cccc(-c2nc3ccccc3c(=O)o2)c1)c1ccccc1 | 12 | 17 | 3 | 7 | -5 | -2 | -1 | -0.7 | 102 | 1
18 | CCOC(=O)n1c(=O)n(Cc2ccccc2C)c2ccccc21 | 0 | 3 | 29 | 2 | -3 | -4 | -1 | 1.6 | 97 | 1
19 | Cn1cnnc1SCC(=O)NCc1cccc(C(F)(F)F)c1 | -4 | 2 | 2 | 0 | -8 | 3 | -5 | -1.5 | 96 | 2
20 | COc1cccc(C(=O)O/N=C(\N)Cc2ccc(Cl)cc2)c1 | -16 | 3 | -7 | 7 | -6 | 1 | -6 | 0.1 | 99 | 0
21 | COc1ccccc1C1=CN(Cc2ccccc2)CCC1=O | 1 | 1 | -4 | -7 | -12 | -23 | 9 | -1.0 | 101 | -2
22 | CC(=O)N[C@H]1[C@H](Oc2ccc3c(c2)CCC2C3CC[C@]3(C)C(=O)CCC23)O[C@H](CO)[C@@H](O)[C@@H]1O (some centres undefined) | 2 | -1 | 0 | 7 | -19 | 0 | -3 | -1.9 | 103 | 0
23 | Cc1ccc2nc(N3CCOCC3)c(C=O)cc2c1 | -1 | 1 | 16 | 7 | 4 | 22 | -4 | -0.8 | 103 | 2
24 | CC1CCCN(C(=S)NCc2ccccc2)C1 (centres undefined) | -9 | 6 | -3 | 0 | -15 | -1 | 1 | -2.4 | 98 | 0
25 | O=C(NC(Cc1ccccc1)C(=O)NCCc1ccccn1)c1ccccc1 (centres undefined) | 0 | -3 | -7 | -4 | -4 | -57 | 1 | -0.1 | 94 | 0
26 | COc1ccc(NC(=O)CSc2nc(C)cs2)c([N+](=O)[O-])c1 | 3 | -4 | 0 | 0 | -6 | -3 | 0 | -0.7 | 95 | 0
27 | Cc1ccc(S(=O)(=O)NCC(=O)N(CC(=O)NCC2CCCO2)C2CCCC2)cc1 (centres undefined) | 26 | 3 | 1 | -1 | 0 | 14 | 4 | 0.3 | 102 | 2
28 | S=c1[nH]ccn1-c1c(Cl)cccc1Cl | -1 | 20 | -7 | 11 | -11 | -6 | -2 | -0.9 | 96 | 1
29 | COc1cccc(-c2ccc(=O)n(CC(=O)NCCN3CCOCC3)n2)c1 | 0 | -8 | -1 | -3 | -6 | -4 | -3 | -0.8 | 107 | 1
30 | N#CCOC(=O)[C@H](Cc1ccccc1)N1C(=O)c2ccccc2C1=O | 4 | -1 | 44 | 1 | -17 | 3 | 3 | 1.6 | 96 | 1
31 | Cc1cc(C)nc(SCC(=O)c2ccc(Cl)cc2)n1 | -3 | 4 | 4 | 8 | -4 | 15 | 3 | -0.2 | 96 | -1
32 | Cc1cccc(C)c1NC(=O)N1CCCCCCC1 | 9 | 3 | -1 | 4 | -2 | 4 | -5 | -1.3 | 93 | -1
33 | O=C1c2ccccc2C(=O)N1CC1CO1 (centres undefined) | 10 | -3 | -2 | 3 | -6 | 18 | 3 | -1.2 | 87 | 1
34 | O=S(=O)(c1ccc(F)cc1)c1nc(-c2ccccc2)oc1N1CCOCC1 | -1 | 9 | -5 | -4 | -9 | -2 | -3 | -3.5 | 101 | 1
35 | Cc1ccccc1C(=O)NC=C1C(=O)OC(C)(C)OC1=O | 6 | 6 | 0 | 0 | -2 | 5 | 6 | -2.6 | 99 | 3
36 | O=C(c1cc([N+](=O)[O-])ccc1Cl)N1CCN(c2ccc(F)cc2)CC1 | 0 | 6 | -4 | -3 | -5 | 14 | 2 | -0.8 | 107 | -2
37 | CCOC(=O)[C@H]1[C@H]2COc3cc(OC)ccc3[C@@H]2N2C(=O)CN(C)C(=O)[C@@]12C | 1 | 3 | 3 | -4 | -10 | 0 | 7 | -0.1 | 96 | 1
38 | Cc1cccc(NC(=O)c2ccc(S(=O)(=O)N3CCOCC3)cc2)n1 | -6 | -3 | 3 | -3 | -5 | 0 | 0 | -4.1 | 90 | -2
39 | Cc1c(Cl)cccc1NC(=S)NCC(O)c1ccccc1 (centres undefined) | -3 | 4 | 4 | 10 | -12 | -2 | -2 | -0.9 | 90 | -2
40 | CC(C)C(NC(=O)CNC(=O)OC(C)(C)C)C(=O)NCc1ccc(Cl)cc1 (centres undefined) | 0 | 3 | 1 | 0 | 2 | -3 | 1 | 3.5 | 99 | 1
41 | Cc1ccc(C(=O)O)cc1NC(=O)C1=CSCCO1 | 0 | 6 | -14 | -2 | -5 | 7 | -2 | 0.1 | 99 | 0
42 | O=C(O)c1ccc(CSc2nnc(-c3ccncc3)n2-c2ccc(Br)cc2)cc1 | -2 | 2 | -3 | -1 | -4 | 5 | 4 | -2.3 | 103 | 0
43 | COc1ccc(C(=S)N2CCOCC2)cc1OC(=O)c1cc(OC)c(OC)c(OC)c1 | -1 | 5 | -1 | 8 | -4 | -5 | -3 | 1.4 | 92 | 4
44 | COc1ccc(C2=C(Nc3ccccc3)c3ccccc3C2=O)cc1 | -2 | 1 | 1 | -4 | -5 | 2 | -5 | 1.7 | 95 | 5

# Sorted by molecular weight (lowest first): part of the list above.
no. | Compound | H9c2 protect | MC4R antag cAMP | Granule exo inh | m5-HT2A agonist | CaV13 FRET inh | PDI turbidity | ABHD5 PLIN5 PPI | MC4R barr agon | ABCB6 inh MLPCN | Glyco luc inh
33 | O=C1c2ccccc2C(=O)N1CC1CO1 (centres undefined) | 10 | -3 | -2 | 3 | -6 | 18 | 3 | -1.2 | 87 | 1
32 | Cc1cccc(C)c1NC(=O)N1CCCCCCC1 | 9 | 3 | -1 | 4 | -2 | 4 | -5 | -1.3 | 93 | -1
35 | Cc1ccccc1C(=O)NC=C1C(=O)OC(C)(C)OC1=O | 6 | 6 | 0 | 0 | -2 | 5 | 6 | -2.6 | 99 | 3
39 | Cc1c(Cl)cccc1NC(=S)NCC(O)c1ccccc1 (centres undefined) | -3 | 4 | 4 | 10 | -12 | -2 | -2 | -0.9 | 90 | -2
44 | COc1ccc(C2=C(Nc3ccccc3)c3ccccc3C2=O)cc1 | -2 | 1 | 1 | -4 | -5 | 2 | -5 | 1.7 | 95 | 5
38 | Cc1cccc(NC(=O)c2ccc(S(=O)(=O)N3CCOCC3)cc2)n1 | -6 | -3 | 3 | -3 | -5 | 0 | 0 | -4.1 | 90 | -2
36 | O=C(c1cc([N+](=O)[O-])ccc1Cl)N1CCN(c2ccc(F)cc2)CC1 | 0 | 6 | -4 | -3 | -5 | 14 | 2 | -0.8 | 107 | -2
34 | O=S(=O)(c1ccc(F)cc1)c1nc(-c2ccccc2)oc1N1CCOCC1 | -1 | 9 | -5 | -4 | -9 | -2 | -3 | -3.5 | 101 | 1
40 | CC(C)C(NC(=O)CNC(=O)OC(C)(C)C)C(=O)NCc1ccc(Cl)cc1 (centres undefined) | 0 | 3 | 1 | 0 | 2 | -3 | 1 | 3.5 | 99 | 1
43 | COc1ccc(C(=S)N2CCOCC2)cc1OC(=O)c1cc(OC)c(OC)c(OC)c1 | -1 | 5 | -1 | 8 | -4 | -5 | -3 | 1.4 | 92 | 4
42 | O=C(O)c1ccc(CSc2nnc(-c3ccncc3)n2-c2ccc(Br)cc2)cc1 | -2 | 2 | -3 | -1 | -4 | 5 | 4 | -2.3 | 103 | 0

# Screening results deposited in PubChem BioAssay by several laboratories.
